# A549 tox: A549 cytotoxicity, counter-screen for Nrf2 inhibitors. A549 ARE-Fluc cells, CellTiter-Fluor viability, 18-24 h. Potency, µM (highest dose often 46 µM), for the others: at the top dose activity change, negative = cytotoxicity, hits mostly inhibitors. actives 0.16% (n = 390,000); note: % is set by controls: 0 for no effect and ±100 for the full control effect
#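 Cytotoxicity counterscreen: CellTiter-Fluor fluorescence was measured in A549 ARE_Fluc cells after 18-24 h of compound exposure in a concentration series. The subsequent BugLite luminescent read reports ARE-luciferase activity.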
# EPAC2 antag: EPAC2 (human) antagonism. EPAC2 GEF exchange of Rap1B-BODIPY-GDP, fluorescence. actives 0.18% (n = 360,000). Potency, µM (top dose mostly 114 µM), for inactives: at the highest dose activity, negative = inhibition, actives largely listed as inhibitors; note: % is set by controls: 0 for no effect and ±100 for the full control effect; nearly all actives have a fitted effect of over 45% in size; many of its hits are not listed in these tables
# Target sequence (Q8WZA2 whole entry, looked up): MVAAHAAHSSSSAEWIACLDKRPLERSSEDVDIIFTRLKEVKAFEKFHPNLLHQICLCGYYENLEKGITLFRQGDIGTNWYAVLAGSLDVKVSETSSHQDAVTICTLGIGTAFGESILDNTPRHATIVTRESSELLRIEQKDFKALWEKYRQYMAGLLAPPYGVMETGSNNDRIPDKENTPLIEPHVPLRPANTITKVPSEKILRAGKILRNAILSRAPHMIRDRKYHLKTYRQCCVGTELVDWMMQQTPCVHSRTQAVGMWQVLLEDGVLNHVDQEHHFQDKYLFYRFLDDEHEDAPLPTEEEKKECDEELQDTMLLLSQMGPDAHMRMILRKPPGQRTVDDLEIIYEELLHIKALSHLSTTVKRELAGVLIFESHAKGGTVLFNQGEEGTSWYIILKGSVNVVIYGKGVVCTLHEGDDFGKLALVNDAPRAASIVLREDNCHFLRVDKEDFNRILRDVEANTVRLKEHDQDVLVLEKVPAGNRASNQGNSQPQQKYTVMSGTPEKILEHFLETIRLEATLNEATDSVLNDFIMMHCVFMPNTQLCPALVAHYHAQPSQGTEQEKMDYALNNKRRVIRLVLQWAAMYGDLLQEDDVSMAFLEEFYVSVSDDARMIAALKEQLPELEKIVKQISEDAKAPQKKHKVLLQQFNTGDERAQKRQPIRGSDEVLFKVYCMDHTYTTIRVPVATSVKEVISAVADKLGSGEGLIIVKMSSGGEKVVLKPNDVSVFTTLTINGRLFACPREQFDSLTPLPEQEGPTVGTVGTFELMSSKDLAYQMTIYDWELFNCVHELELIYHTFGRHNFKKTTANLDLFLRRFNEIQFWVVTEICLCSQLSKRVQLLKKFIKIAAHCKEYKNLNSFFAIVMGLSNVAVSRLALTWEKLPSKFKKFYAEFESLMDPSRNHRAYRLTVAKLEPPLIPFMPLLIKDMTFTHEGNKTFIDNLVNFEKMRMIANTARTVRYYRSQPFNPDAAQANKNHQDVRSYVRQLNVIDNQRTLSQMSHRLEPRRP
# Nrf2 inh: blocks Nrf2 signaling. A549 ARE-Fluc reporter, luciferase luminescence, 18-24 h. Potency, µM (doses to about 46 µM), for inactives: at the highest dose activity change, negative = inhibition, most hits filed as inhibitors. actives 2.1% (n = 360,000); note: % is set by controls: 0 for no effect and ±100 for the full control effect; nearly all actives have a fitted effect of over 60% in size
#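 Two sequential reads on A549 ARE_Fluc cells exposed to compound for 18-24 h: a CellTiter-Fluor fluorescence read for viability, then a luciferase luminescence read for Nrf2/ARE activity.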
# S2 tox: viability counter-screen for ATXN expression inhibitors; actives 0.49% (n = 400,000); AID 651635; S2 cells (HEK-293 line with an ATXN2-luciferase reporter) viability, CellTiter-Fluor protease fluorescence, 24 h; Potency, µM (highest dose often 56.7 µM), hits mostly cytotoxic; note: nearly all actives have a fitted effect of over 40% in size
# ATXN2 expr inh: reduces ATXN2 reporter expression in HEK-293 cells; HEK-293 ATXN2-luciferase reporter, luminescence, 24 h; Potency, µM (doses to about 57 µM), for inactives: at the top dose activity change, negative = inhibition, usual class: inhibitors; actives 0.72% (n = 360,000); note: % is set by controls: 0 for no effect and ±100 for the full control effect; nearly all actives have a fitted effect of over 55% in size
#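 qHTS (up to 57 uM final) was run with 24 h compound exposure of reporter cells at 37 °C. Each well was multiplexed: SteadyGlo luminescence measured ATXN2-luciferase expression after a fluorogenic Gly-Phe-AFC viability readout (25 uM final).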
# HepG2 viability: HepG2 cytotoxicity, counter-screen for TGF-b inhibitors; Potency, µM (series often up to 46.1 µM), for the others: top-dose activity change, negative = cytotoxicity, actives largely listed as cytotoxic; actives 0.76% (n = 410,000); HepG2 CAGA-GFP viability, ATP luminescence, 18 h; AID 588856; note: some results filed as inactive show a strong effect at the top dose
#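 CellTiter-Glo luminescence gave cytotoxicity after 18 hours at 37 degrees C. The cells were HepG2 CAGA-GFP in 1% FBS DMEM, stimulated with 500 pg/mL TGF-beta after compound addition. %Activity was normalised to no-cell wells (complete cell-killing) and DMSO (no toxicity), and curves were fitted and classified.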
# TGFb SMAD3 inh: inhibitors of TGF-b signaling; HepG2 CAGA-GFP TGF-b/SMAD3 reporter, GFP fluorescence, 18 h; TGF-beta stimulated, 500 pg/mL final; Potency, µM (titrated, usually from 46.1 µM), inactives show top-dose activity, negative = inhibition, hits mostly inhibitors; AID 588855; actives 1.2% (n = 410,000); note: % is set by controls: 0 for no effect and ±100 for the full control effect; nearly all actives have a fitted effect of over 65% in size
#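 Per well, imaged GFP fluorescence of HEPG2 CAGA-GFP cells gives the signal; cells get compound, then TGF-beta (500 pg/mL final), 18 h at 37 degrees C; %Activity versus -TGF-beta and +DMSO controls.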
# Nrf2 activator: Nrf2 pathway activation. AID 624171. actives 0.31% (n = 410,000). AREc32 ARE-luciferase reporter (MCF7-derived line), luminescence, 24 h. Potency, µM (top dose mostly 46.1 µM), for inactives: top-dose activation, usual class: activators; note: % of control where 0% means no effect; nearly all actives have a fitted effect of over 65% in size
#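 For detection, Steady-Glo was added and plates sat 30 min at RT; before that, AREc32_Fluc cells grown overnight in OPTI-MEM/5% FBS had been treated with 23 nL compound for 24 hr at 37 deg C.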
# MCF10A rerep: DNA re-replication induction in MCF 10a cells | MCF 10A DNA re-replication, Hoechst nuclear intensity, 48 h | Potency, µM (highest dose often 46.1 µM), for inactives: top-dose activity, positive = re-replication, actives largely listed as activators | actives 2.9% (n = 350,000); note: % of control where 0% means no effect; nearly all actives have a fitted effect of over 50% in size
# The depositor's hits bear a star; i = inactive; u = inconclusive; x = no result given; & = joins results of further samples; [ ] = another dose, or the depositor's remark. Calls come from the whole dose curve; as a rule, active = well fitted curve in the direction sought with a large enough effect; inconclusive = small, poorly fitted or top-dose-only effect, or another doubt; inactive = no such curve, though single readings can be large; an effect the other way counts as inactive or inconclusive. Potency is the fitted concentration of half-maximal effect. A portion of the library; count on the stated rates, not on these rows.
nr	SMILES	A549 tox	EPAC2 antag	Nrf2 inh	S2 tox	ATXN2 expr inh
1	CN(CCOc1ccc(Cl)cc1)CC(=O)Nc1ccc(OC(F)F)cc1	3%	1%	-5%	i	-22%
2	CCOC(=O)N1CCN(c2c(NCc3ccccn3)c(=O)c2=O)CC1	9%	11%	-3%	i	-4%
3	CCC(=O)N1CCc2cc(Br)cc(S(=O)(=O)CCC(=O)N3CCN(c4cccc(C)c4)C(C)C3)c21 (configuration not stated)	u	x	5%[9.27 µM]	u	-10%
4	COc1ccccc1-c1c(C)nn2c(N3CCC(C)CC3)cc(C)nc12	0%	-28%	-25%	i	-38%
5	CCOc1ccc2nc(COC(=O)c3cccc([N+](=O)[O-])c3)c(C(C)=O)[n+]([O-])c2c1	0%	-7%	-4%	i	4%
6	O=C1c2nccnc2C(=O)N1c1ccc(C(F)(F)F)cc1	-16%	0%	3%	u	-16%
7	Cn1c(=O)c2c(ncn2CC(=O)N2CCCc3ccccc32)n(C)c1=O	-2%	-6%	x	i	4%
8	CCOc1ccc(S(=O)(=O)N2CCC(C(=O)NCCc3ccc(OC)c(OC)c3)CC2)cc1	-2%	-3%	6%	i	6%
9	CCOC(=O)c1ccc(NC(=O)CCNc2c(N3CCCC3)c(=O)c2=O)cc1	-4%	1%	-1%	i	1%
10	COc1ccccc1CN(Cc1ccco1)c1cnc(S(C)(=O)=O)nc1C(=O)Nc1cc(C)ccc1C	14%	x	-9%	i	6%
11	c1ccc(-n2nnnc2SCc2cn3cccnc3n2)cc1	1%	-4%	7%	i	-6%
12	CCOC(=O)c1cnc2c(c(C)nn2C)c1Oc1cc(Cl)cc(Cl)c1	0%	-4%	1%	i	-4%
13	COc1ccc(Cl)c2sc(N(Cc3cccnc3)C(C)=O)nc12	13%	4%	-8%	i	1%
14	N#C/C(=C\c1ccc(OCc2cccc(C(=O)O)c2)cc1)C(=O)NCc1ccco1	0%	-30%	26%	i	-30%
15	CNc1[nH]c(=O)[nH]c(=O)c1N=Nc1cc(Cl)ccc1Cl	3%	-8%	-12%	u	x

nr	HepG2 viability	TGFb SMAD3 inh	Nrf2 activator	MCF10A rerep
1	-90%	u	0.0%	24%
2	3%	-9%	-0.7%	9%
3	-30%	u	7.1%	x
4	17%	-10%	-0.2%	u
5	1%	-12%	-0.3%	0%
6	5%	5%	-0.6%	-2%
7	13%	18%	-0.1%	0%
8	3%	-12%	-0.9%	0%
9	-3%	-15%	0.3%	0%
10	0%	-24%	3.8%	x
11	3%	-9%	0.1%	0%
12	4%	9%	-1.2%	22%
13	-3%	-4%	-0.2%	-4%
14	-29%	0%	0.6%	20%
15	-35%	-9%	16%	11%

# Reprinted from the part before: 2 entries, then new ones.
nr	SMILES	A549 tox	EPAC2 antag	Nrf2 inh	S2 tox	ATXN2 expr inh
14	N#C/C(=C\c1ccc(OCc2cccc(C(=O)O)c2)cc1)C(=O)NCc1ccco1	0%	-30%	26%	i	-30%
15	CNc1[nH]c(=O)[nH]c(=O)c1N=Nc1cc(Cl)ccc1Cl	3%	-8%	-12%	u	x
16	COc1ccccc1C1N(c2cc(Cl)ccc2OC)C(=O)C2CCCN21 (configuration not stated)	-7%	6%	10%	i	-6%
17	CSCCC(NC(=O)c1ccc(Cl)cc1Cl)C(=O)NNC(=O)c1ccncc1 (configuration not stated)	5%	6%	-10%	i	12%
18	COc1ccc(C2CC(=O)N(Cc3ccc(F)cc3)c3ccccc3S2)cc1OC (configuration not stated)	-3%	x	u	i	9%
19	COc1ccc(C2CC(=O)N3CN(Cc4ccco4)CSC3=C2C#N)cc1 (configuration not stated)	x	2%	6%	i	-17%
20	Cc1ccc([N+](=O)[O-])cc1S(=O)(=O)N1CCCCC1C(=O)O (configuration not stated)	0%	-16%	5%	i	-10%
21	Cc1cccc(CSc2ncccc2C(=O)O)c1	0%&3%	2%	12%	i	32%&9%[activator]
22	COc1ccc2[nH]cc(CCNC(=O)Nc3ccccc3)c2c1	1%&7%	1%	-25%&-22%	i	-2%&-10%
23	COc1ccc(S(=O)(=O)NCC(=O)O)cc1C(=O)NC1CCCCC1	1%	-4%	2%	i	-3%
24	CCSc1nc(-c2ccccc2)c(C#N)c(=O)[nH]1	0%	4%	-22%	i	4%
25	COc1ccc2nc3c(cc2c1)c(NC(=O)CC(C)C)nn3CC(C)C	18%	12%	u	u	-23%
26	O=S(=O)(c1cnc(Cl)c(Cl)c1)N1CCN(c2ncccn2)CC1	2%	-2%	13%	i	1%
27	C=CCSc1nc2c(c(=O)[nH]c(=O)n2C)n1C(C)C	-6%	4%	x	i	3%
28	CCOC(=O)Cn1nc(-c2ccc(F)cc2)cc(Cc2ccccc2)c1=O	1%	-10%	-17%	i	-19%
29	Cc1ccc(CN(Cc2ccco2)C(=O)c2ccc(Cl)cc2Cl)cc1	8%	x	u	i	-9%
30	NC1=NC(=O)/C(=C/C=C/c2cccs2)S1	u	-3%	u	u	74%[activator]

nr	HepG2 viability	TGFb SMAD3 inh	Nrf2 activator	MCF10A rerep
14	-29%	0%	0.6%	20%
15	-35%	-9%	16%	11%
16	-19%	3%	-0.5%	9%
17	-8%	-7%	-2.1%	-4%
18	3%	-1%	-1.4%	x
19	15%	-25%	-0.1%	-2%
20	0%	u	0.1%	-3%
21	-3%&8%	-21%&-11%	3.4%&2.8%	-39%[inhibitor]
22	-16%&-13%	-10%&-4%	-0.2%&0.1%	-3%
23	-22%	-7%	-1.0%	0%
24	-6%	2%	0.0%	7.3µM*
25	1%	-9%	-0.6%	7.3µM*
26	-6%	-10%	0.2%	-13%
27	28%	6%	0.7%	2%
28	-7%	1%	-1.2%	9%
29	-35%	-39%	-0.5%	x
30	-51%	0%	11%	16%

# The list goes on.
nr	SMILES	A549 tox	EPAC2 antag	Nrf2 inh	S2 tox	ATXN2 expr inh
31	COc1ccc(C(=O)Nc2ccc3nc(SCC(=O)N4CCCc5ccccc54)sc3c2)cc1	-1%	x	u	x	x
32	CCc1c(C)sc(NC(=O)c2cccs2)c1C(N)=O	-8%	1%	u	i	69%[activator]
33	Cc1cccc(N2C(=O)SC(N(C)c3ccccc3)C2=O)c1 (configuration not stated)	-8%	-5%	x	u	1%
34	O=C(Nc1ccccc1)Nc1ccc2snnc2c1	-4%	-1%	-17%	i	56%[activator]
35	CN(C)CCCn1c(N)c(S(=O)(=O)c2ccccc2)c2nc3ccccc3nc21	2%	-3%	-7%	i	-27%
36	CCC(Sc1nc2cc(OC)c(OC)cc2c(=O)n1Cc1ccco1)C(=O)NCCOC (configuration not stated)	-15%	1%	-2%	x	x
37	CCOC(=O)C1CCCN(Cc2ccc(OC)cc2OC)C1 (configuration not stated)	-5%	0%	-12%	x	x
38	COc1ccc(CNC(=O)C2CCC(=O)N(CCCN3CCCC3=O)C2)cc1 (configuration not stated)	6%	7%	19%	i	15%
39	Cc1cc(N2CCC(C(=O)Nc3ccc(F)cc3C)CC2)n2nc(C)c(-c3ccc(Cl)cc3)c2n1	-1%	x	14%	i	4%
40	CCCCn1nc(C(=O)Nc2ccc(S(=O)(=O)Nc3ncccn3)cc2)c2ccccc2c1=O	2%	-3%	u	i	21%
41	O=S(=O)(Nc1nc2ccccc2s1)c1cnc(Cl)c(Br)c1	-1%	4%	-28%	i	2%
42	C[C@H]1CN=C(Nc2ccccc2)N1CCC1CCCCC1	-8%	20%	8%	i	-22%
43	O=C(NCc1ccccc1Cl)NC(=O)c1ccccc1	9%	0%	13%	i	1%
44	O=C(O)CCCCCNC(=O)/C(=C\c1ccco1)NC(=O)c1ccco1	0%	7%	5%	i	x
45	Cc1c(/C=C/C(=O)c2ccccc2O)cnn1C	0%	18%	29%	i	105%[activator]

nr	HepG2 viability	TGFb SMAD3 inh	Nrf2 activator	MCF10A rerep
31	-26%	u	2.9%	x
32	-2%	-2%	25%	-1%
33	-14%	9%	-0.2%	0%
34	-20%	u	3.9%	0%
35	-16%	20%	-0.8%	23µM*
36	-26%	0%	2.9%	0%
37	-4%	u	0.3%	9%
38	9%	-3%	-0.7%	-4%
39	0%	2%	-1.0%	x
40	2%	8%	-0.1%	12%
41	2%	u	0.3%	u
42	1%	9%	-0.1%	4%
43	3%	-19%	-0.6%	4%
44	-2%	-6%	-0.9%	-14%
45	-1%	u	4.4%	0%

# Next compounds follow:
nr	SMILES	A549 tox	EPAC2 antag	Nrf2 inh	S2 tox	ATXN2 expr inh
46	COc1ccc(NC(=O)Nc2ccccc2C(N)=O)cc1	4%	14%[57.1 µM]	9%	u	x
47	O=C(Nc1nc(OCCN2CCCC2=O)cnc1/C=C\c1ccccc1)c1cc2ccccc2s1	x	1%	x	i	-17%
48	COc1cccc2[nH]c(C(=O)NC(C)c3ccccc3)cc12 (configuration not stated)	-8%	-2%	-6%	i	x
49	Cc1ccccc1C(=O)OC1CCN(C)CC1	0%	1%	3%	x	19%

nr	HepG2 viability	TGFb SMAD3 inh	Nrf2 activator	MCF10A rerep
46	10%	7%	-0.5%	-5%
47	-22%	-5%	1.1%	x
48	-13%	9%	2.6%	1%
49	13%	23%	0.1%	-4%

# Looked up by structure from above (4):
nr	SMILES	A549 tox	EPAC2 antag	Nrf2 inh	S2 tox	ATXN2 expr inh
26	O=S(=O)(c1cnc(Cl)c(Cl)c1)N1CCN(c2ncccn2)CC1	2%	-2%	13%	i	1%
5	CCOc1ccc2nc(COC(=O)c3cccc([N+](=O)[O-])c3)c(C(C)=O)[n+]([O-])c2c1	0%	-7%	-4%	i	4%
12	CCOC(=O)c1cnc2c(c(C)nn2C)c1Oc1cc(Cl)cc(Cl)c1	0%	-4%	1%	i	-4%
47	O=C(Nc1nc(OCCN2CCCC2=O)cnc1/C=C\c1ccccc1)c1cc2ccccc2s1	x	1%	x	i	-17%

nr	HepG2 viability	TGFb SMAD3 inh	Nrf2 activator	MCF10A rerep
26	-6%	-10%	0.2%	-13%
5	1%	-12%	-0.3%	0%
12	4%	9%	-1.2%	22%
47	-22%	-5%	1.1%	x

# Screening data: PubChem BioAssay, National Center for Advancing Translational Sciences (NCATS)
